CHRM5 agonist: agonists of human muscarinic M5 receptor (CHRM5); P08912; CHO-K1 hM5 cells, Fluo-8 calcium fluorescence; 0% DMSO wells, 100% maximal acetylcholine response; activation, % at 3 µM; 0.19% of 360,000 active; AID 624037;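 active = activation above the run's mean over test compounds plus 3 SD, cut at about 23% in these data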;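 note: signal is peak over basal fluorescence ratio across the kinetic read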
Target sequence (P08912 whole entry, looked up): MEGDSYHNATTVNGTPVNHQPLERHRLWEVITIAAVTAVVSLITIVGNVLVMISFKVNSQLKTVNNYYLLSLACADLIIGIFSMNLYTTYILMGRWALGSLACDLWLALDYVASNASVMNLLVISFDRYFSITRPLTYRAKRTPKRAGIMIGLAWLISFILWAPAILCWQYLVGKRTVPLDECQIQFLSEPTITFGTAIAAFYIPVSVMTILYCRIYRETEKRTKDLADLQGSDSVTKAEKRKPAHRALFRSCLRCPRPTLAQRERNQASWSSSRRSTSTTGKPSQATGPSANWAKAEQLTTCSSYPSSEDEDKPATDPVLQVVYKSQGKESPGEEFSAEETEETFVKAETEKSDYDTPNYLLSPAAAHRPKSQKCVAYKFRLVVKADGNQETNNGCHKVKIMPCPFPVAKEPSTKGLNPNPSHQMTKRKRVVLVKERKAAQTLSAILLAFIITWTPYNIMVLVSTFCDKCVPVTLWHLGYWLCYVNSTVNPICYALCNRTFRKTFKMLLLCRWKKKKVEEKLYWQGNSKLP
M5 antag: CHRM5 antagonism in calcium assay. AID 624040. P08912. 0.59% of 360,000 active. CHO-hM5 cells, Fluo-8 calcium fluorescence, ACh EC80. inhibition, % at 3 µM;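 active = inhibition above a per-plate cutoff, the mean of that plate's test compounds plus 3 SD, cut at about 27% in these data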;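 note: 0% = acetylcholine EC80 with DMSO and 100% = DMSO without agonist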
CHO-K1 Ca antag: nonselective inhibitor or artifact in parental CHO-K1 cells; 0.6% of 360,000 active; AID 602250; inhibition, % at 3 µM; ATP-induced calcium, Fluo-8 fluorescence;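 active = inhibition above a per-plate cutoff, the plate's mean sample inhibition plus 3 SD, cut at about 24% in these data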;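 note: 0% = DMSO plus EC80 ATP and 100% = DMSO alone without ATP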
M4 antag: CHRM4 antagonism in calcium assay | P08173 | CHO-hM4 cells, ACh EC80, Fluo-8 calcium fluorescence | inhibition, % at 3 µM | 0.73% of 360,000 active | AID 624125;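 active = inhibition above its plate's cutoff, the mean inhibition of sample wells plus 3 SD, cut at about 27% in these data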;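 note: 0% = acetylcholine EC80 with DMSO and 100% = DMSO without agonist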
Target sequence (P08173 whole entry, looked up): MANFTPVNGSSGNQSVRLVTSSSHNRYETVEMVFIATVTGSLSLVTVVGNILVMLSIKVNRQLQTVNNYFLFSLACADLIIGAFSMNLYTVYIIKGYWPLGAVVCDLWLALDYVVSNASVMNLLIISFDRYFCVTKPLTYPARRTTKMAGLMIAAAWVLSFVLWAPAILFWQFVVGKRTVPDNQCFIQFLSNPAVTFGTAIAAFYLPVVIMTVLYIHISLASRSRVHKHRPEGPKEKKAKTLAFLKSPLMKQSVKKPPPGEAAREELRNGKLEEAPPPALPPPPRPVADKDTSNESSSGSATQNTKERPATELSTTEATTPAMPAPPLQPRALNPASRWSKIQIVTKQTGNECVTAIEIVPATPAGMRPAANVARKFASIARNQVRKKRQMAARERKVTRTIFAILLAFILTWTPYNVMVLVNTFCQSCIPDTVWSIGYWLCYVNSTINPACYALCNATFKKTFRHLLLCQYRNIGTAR
CHRM4 agonist: agonists of human muscarinic M4 receptor (CHRM4); P08173; CHO-K1 hM4/Gqi5, Fluo-8 calcium fluorescence; vehicle 0%, full acetylcholine response 100%; activation, % at 3 µM; 0.14% of 360,000 active; AID 624127;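 active = activation above the run mean over all test wells plus 3 SD, cut at about 32% in these data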;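 note: peak over basal fluorescence ratio per well then scaled between controls; 0% = DMSO wells and 100% = acetylcholine at EC100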
M1 PAM parental: M1 PAM counterscreen hit in parental CHO-K1 cells. ATP EC20, Fluo-8 calcium fluorescence; 0% at ATP EC20, 100% at ATP max. 0.02% of 360,000 active. activation, % at 3 µM;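 active = activation above the run cutoff, the mean activation of all test compounds plus 3 SD, cut at about 40% in these data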;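 note: peak over basal fluorescence ratio in a 140 s read after ATP addition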
CHRM4 PAM: potentiates acetylcholine response at human M4 receptor; P08173; CHO-K1 hM4/Gqi5, Fluo-8 calcium fluorescence, ACh EC20; 0% = ACh EC20, 100% = maximal ACh; activation, % at 3 µM; 0.4% of 360,000 active; AID 624126;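 active = activation above its plate's cutoff, the mean activation of sample wells plus 3 SD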; note: some results filed as inactive read as strong as hits
M5 PAM: potentiates acetylcholine response at human M5 receptor | P08912 | CHO-K1 hM5, Fluo-8 calcium, ACh EC20 PAM; 0% = ACh EC20, 100% = ACh EC100 | activation, % at 3 µM | 0.3% of 360,000 active | AID 624038;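 active = activation above the run cutoff, the mean activation of all test compounds plus 3 SD, cut at about 18% in these data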
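Assay system – human M5 receptor in CHO-K1 cells · Read-out – % activation, ACh-normalized · Technique – Fluo-8 calcium fluorescence · Dosing – single-point, 3 µM nominal · Incubation – Fluo-8 loading 80 min at 37 °C plus 30 min room temperature · Repeats – singlicate, one well per test compound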
CHO-K1 Ca ag: nonselective activator or artifact in parental CHO-K1 cells; Fluo-8 calcium fluorescence; scaled to maximal ATP response, vehicle zero; activation, % at 3 µM; 0.48% of 360,000 active; AID 602248; in the data active = activation above about 15%;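 note: untransfected CHO-K1 host cells lacking M1 receptor as counterscreen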
An asterisk follows results filed as active.

SMILES	CHRM5 agonist	M5 antag	CHO-K1 Ca antag	M4 antag	CHRM4 agonist	M1 PAM parental	CHRM4 PAM	M5 PAM	CHO-K1 Ca ag
C=CCn1cc(C(=O)OC)c(=O)c2cc(S(=O)(=O)N3CCCCCC3)ccc21	-6	2	-13	-14	1	-2	-4	5	-0.1
O=C(NCc1ccccc1)c1cc(C2COCCN2C(=O)c2cccs2)on1 (centres undefined)	1	-1	-10	-5	2	16	1	-1	0.9
O=[N+]([O-])c1ccc(/C=C/c2ccncc2)cc1	-4	6	-10	1	0	-3	-5	-5	0.7
O=NN(C(=O)NCc1cccnc1)C1CCCCC1	2	-2	1	3	1	13	-2	0	0.1
Cc1ccc(C)c(NC(=O)CSc2c(C)n[nH]c2C)c1	0	8	-7	-5	1	9	8	-4	0.2
O=C(Nc1ccc(-c2noc(CCc3ccccc3)n2)cc1)c1cccnc1	4	19	20	2	13	1	-10	-14	6.5
CCc1ccc(NC(=O)COC(=O)C2(c3ccc(Cl)cc3)CCCC2)cc1	-2	-8	-6	-4	1	23	-5	2	0.1
Cc1cccc(NC(=O)N2CCCCCC2)c1C	-3	-4	-1	-5	1	4	16	7	0.2
Cc1ccc(CNC(=O)C2CCN(S(=O)(=O)N3CCCC3)CC2)cc1	-5	3	-4	2	2	-8	4	-2	1.0
Clc1ccccc1Nc1nnc(-c2ccncc2)s1	-1	6	-15	4	1	11	-3	-3	1.1
O=C(COc1ccccc1)Nc1sc2c(c1C(=O)NCc1cccnc1)CCCC2	-1	6	19	14	4	-8	-15	-9	1.6
CCN(CC)C(=O)CSC1c2ccccc2C(=O)N1c1ccccc1 (centres undefined)	1	-6	-16	6	0	7	-4	1	0.2
[O-]/C(=C(\C(=S)NCCN1CCOCC1)[n+]1ccccc1)c1ccc(Cl)s1	-2	6	-9	7	1	8	-2	2	0.3
C[C@H](CO)N1C[C@H](C)[C@H](CN(C)Cc2ccncc2)Oc2ncc(Br)cc2C1=O	1	3	11	-5	0	2	-1	1	-0.9
COc1ccc(CCN2CC(C(=O)OCC(=O)c3c(N)n(CC(C)C)c(=O)n(C)c3=O)CC2=O)cc1OC (centres undefined)	2	7	-8	-20	8	-2	-2	-7	2.6
CCc1nn(CC(=O)NCCCN2CCc3ccccc3C2)c(=O)c2cc3sccc3n12	-5	5	-10	4	4	14	-14	-10	0.3
O=C(CSc1nnc(NC(=O)c2ccccc2)s1)NCC1CCCO1 (centres undefined)	-4	11	-2	5	0	-3	-4	-8	1.0
CCC(NC(=S)NCc1ccc(F)cc1)c1ccc(C(C)C)cc1 (centres undefined)	-2	13	0	82*	9	-4	-16	-12	8.2
COc1ccc(NS(=O)(=O)c2cccc(C(=O)NNC(=O)CN3C(=O)NC(C)(C)C3=O)c2)cc1	1	4	-4	-3	0	10	9	-1	0.6
COCc1ccc([C@@H]2C[C@H]3CN(Cc4cccnc4)C(=O)[C@]34CCCN24)o1	-2	18	1	3	0	8	-15	-9	0.7
COc1cccc(C(=O)OCC(=O)NC23CC4CC(CC(C4)C2)C3)c1	3	1	-5	-11	1	9	-2	2	1.0
O=C(O)c1ccccc1-c1cc2ccccc2[nH]1	5	3	-2	5	2	1	18	3	0.2
COc1ccc(-c2cc(C(=O)Nc3cccnc3)c3ccccc3n2)cc1OC	1	0	1	-21	19	-12	-6	-13	5.3
Cc1ccc(OCc2cc(C(=O)N(C)Cc3cnn(-c4ccccc4C)c3)no2)cn1	5	5	8	3	20	-17	-12	-17	13
CC1CCCCC1NC(=O)COc1ncnc2sccc12 (centres undefined)	1	0	-11	-5	0	9	9	-2	-0.7
COc1ccc(NC2=NC(=S)N(c3cccc(C)c3)C23CCCCC3)cc1	-7	2	0	7	0	1	3	0	-0.1
O=C(NCC(=O)N1CCN(c2ccccc2)CC1)c1ccc(Cl)cc1	-4	-3	1	4	2	-8	-2	8	-0.2
Cc1cccc(OC(C)C(=O)N(Cc2cccs2)C2CCS(=O)(=O)C2)c1C (centres undefined)	-1	0	17	5	1	-6	0	-1	1.0
C=CCNC(=S)NNC(=O)C(CCCC)CC(C)(C)O (centres undefined)	-1	-8	0	0	1	9	4	7	0.0
Cc1cc(C)n(-c2nc3ccccc3c(=O)n2OCC(=O)Nc2c(C)cccc2C)n1	1	6	-11	2	4	12	-6	-1	2.9

2 of these compounds, reformatted:
molecule: COc1ccc(CCN2CC(C(=O)OCC(=O)c3c(N)n(CC(C)C)c(=O)n(C)c3=O)CC2=O)cc1OC (centres undefined)
  CHRM5 agonist = 2; M5 antag = 7; CHO-K1 Ca antag = -8; M4 antag = -20; CHRM4 agonist = 8; M1 PAM parental = -2; CHRM4 PAM = -2; M5 PAM = -7; CHO-K1 Ca ag = 2.6

molecule: CCc1nn(CC(=O)NCCCN2CCc3ccccc3C2)c(=O)c2cc3sccc3n12
  CHRM5 agonist = -5; M5 antag = 5; CHO-K1 Ca antag = -10; M4 antag = 4; CHRM4 agonist = 4; M1 PAM parental = 14; CHRM4 PAM = -14; M5 PAM = -10; CHO-K1 Ca ag = 0.3

(listing goes on)
SMILES	CHRM5 agonist	M5 antag	CHO-K1 Ca antag	M4 antag	CHRM4 agonist	M1 PAM parental	CHRM4 PAM	M5 PAM	CHO-K1 Ca ag
O=C(CCC(=O)N(CC(=O)NC1CCCC1)c1cccc(F)c1)Nc1nccs1	-1	6	-15	-3	1	-18	2	-2	0.8
O=C(CNC(=O)c1ccccc1)NCc1nc2ccccc2[nH]1	1	11	-5	-12	0	2	16	-2	0.4
COc1ccc(F)cc1-c1cc(C(=O)NC2CCCCC2)[nH]n1	-4	13	-4	-3	1	11	0	-2	0.6
COc1cccc(/C=C/c2nc(S(=O)(=O)c3ccccc3)c(N3CCC(C(N)=O)CC3)o2)c1	1	-3	1	-3	1	17	1	2	0.9
Cc1cc(C(=O)OCc2nnc(-c3ccccc3)o2)c(C)n1-c1ccccc1	-1	5	6	9	4	-3	0	-8	1.7
OC1C2CCC(C2)C1CN1CCOCC1 (centres undefined)	-3	24	-4	6	0	-6	-5	-10	-0.4
CCOC(=O)C1CCN(c2ncnc3c2[nH]c2cccc(OC)c23)CC1	-1	2	-6	-12	8	6	-4	-9	2.0
CCc1ccccc1NC(=O)CN(C)C(=O)COc1ccc(C)nc1[N+](=O)[O-]	1	6	18	-3	2	-11	6	-6	0.0
CC(NC(=O)COC(=O)c1ccc[nH]c1=O)c1ccccc1 (centres undefined)	-1	16	-3	-1	0	9	4	4	0.2
O=C(NC1CCCCC1)C(=S)NCc1ccccc1	0	4	5	-11	3	-8	15	-2	0.6
Cc1ccccc1Cn1c2ccccc2c2cn[nH]c(=O)c21	1	-2	-11	-3	-1	21	10	7	0.3
O=C(Cc1c[nH]c2ccccc12)NC1(C(=O)NC2CCCC2)CCCCC1	1	6	-8	9	1	17	4	2	0.4
CNC(=O)c1cc(Nc2nnc(-c3ccc(C)c(S(N)(=O)=O)c3)c3ccccc23)ccc1OC	-4	3	-9	0	-1	3	-7	-5	-0.5
CC1CCN(S(=O)(=O)c2ccc(C(=O)Nc3ncccc3O)cc2)CC1	-2	-13	1	2	1	6	3	13	0.3
CCOc1ccccc1/C=C/C(=O)N1CCN(C(=O)c2ccco2)CC1	4	11	11	3	2	7	-2	3	-0.5
Cc1ccc(N=CC2=C(O)CC(c3ccco3)CC2=O)cc1 (centres undefined)	-2	10	-2	19	5	-3	12	5	0.9
O=C(Nc1ccccc1OC(=O)c1ccc(Cl)cc1)c1ccc(Cl)cc1	-3	9	-13	1	0	19	1	-4	-0.2
O=C(c1ccccc1)c1ccc(C(=O)N2CCN(c3ccccc3)CC2)cc1	-5	3	1	-11	7	1	0	0	0.8
CCC(=O)N/N=C/c1ccc(-c2ccc([N+](=O)[O-])cc2)o1	3	-7	-3	-2	3	16	4	2	2.2
CC(C)c1ccc(NC(=O)CNC(=O)Cn2ccc3ccccc3c2=O)cc1	-2	1	-11	-10	0	11	-3	-2	-0.3
Cc1cc(NC(=O)COC(=O)C(Cc2ccccc2)NC(=O)c2ccco2)no1 (centres undefined)	-3	0	-3	-11	0	18	0	-6	0.4
Cc1noc(C)c1NC(=O)Nc1cccc2c1O[C@@H](CN(C)Cc1ccc3c(c1)OCO3)[C@@H](C)CN([C@H](C)CO)C2=O	-6	11	-6	6	1	1	1	9	-0.1
COc1cccc(CN(C)CC(=O)NNC(=O)c2ccc(Cl)cc2)c1	-3	-4	20	0	2	-9	11	3	-0.7
COC(=O)CSc1nc2c(cnn2-c2ccc(F)cc2)c(=O)[nH]1	-3	15	-13	6	0	13	-3	-4	1.4
COc1cc(NC(=O)CN2C(=O)NC(C)(c3ccc4ccccc4c3)C2=O)c(C)cc1[N+](=O)[O-] (centres undefined)	1	0	2	1	7	7	-7	-1	2.8
COc1ccc(C2Nc3ccccc3C(=O)N2NS(C)(=O)=O)c(OC)c1 (centres undefined)	-5	-1	-1	6	2	-3	-4	5	0.3
CCCC(O)(CCN(C)C)c1ccc(OC)cc1 (centres undefined)	-8	-2	-4	-8	1	10	8	1	0.1
CCN(CC)CC(O)Cn1c2ccccc2c2ccccc21 (centres undefined)	-10	4	4	-7	2	-4	9	0	0.6
CCCCN(C(=O)Oc1ccccc1)C1CCS(=O)(=O)C1 (centres undefined)	1	3	8	-20	0	-16	-3	6	-0.1
O=C1CC(C(=O)Nc2ccccc2)S/C(=N\N=C\c2ccco2)N1 (centres undefined)	1	-2	-12	0	2	24	-1	-4	0.7
Cc1cc2ccccn2c1C(=O)c1ccc(Cl)cc1	-5	0	4	4	-3	-5	-3	-9	-1.0
Cc1ccc(C(=O)NNS(=O)(=O)c2ccccc2[N+](=O)[O-])cc1	0	-4	4	4	0	-2	-3	0	0.2
COc1ccc(Cl)cc1NC(=O)COC(=O)c1cc(C)oc1C	-4	10	-24	-7	1	29	5	0	1.0
CC(=O)Nc1cccc(C(=O)OCC(=O)c2ccccc2Cl)c1	7	6	-9	1	6	-3	-8	-6	6.1
CC(C)N1CC2(CC(c3ccccc3F)=NO2)CN1C(=O)c1ccco1 (centres undefined)	2	-2	4	0	0	8	2	0	0.6
O=c1oc2ccccc2c(NCc2cccc(F)c2)c1[N+](=O)[O-]	2	2	-32	6	10	16	-1	-7	5.9
Cn1cccc1CC(=O)N/N=C/C=C/c1ccccc1	-1	-6	-4	-4	1	20	10	6	0.9
CCOC(=O)C1(Cc2ccccc2C)CCCN(C(=O)COC)C1 (centres undefined)	0	-1	-4	3	1	-7	-3	-7	1.3
CN1C(=O)C(CC(N)=O)N(NC(=O)c2ccc(Cl)cc2)C1=S (centres undefined)	1	-5	3	4	2	6	25	11	0.1
CC(NC(=O)COc1ccccc1)C(=O)OCC(=O)c1cc2ccccc2o1 (centres undefined)	1	4	-17	1	2	24	4	-1	1.0

Pulled one by one from the entries so far, five records:
SMILES	CHRM5 agonist	M5 antag	CHO-K1 Ca antag	M4 antag	CHRM4 agonist	M1 PAM parental	CHRM4 PAM	M5 PAM	CHO-K1 Ca ag
Cc1ccc(C(=O)NNS(=O)(=O)c2ccccc2[N+](=O)[O-])cc1	0	-4	4	4	0	-2	-3	0	0.2
O=C(COc1ccccc1)Nc1sc2c(c1C(=O)NCc1cccnc1)CCCC2	-1	6	19	14	4	-8	-15	-9	1.6
CCN(CC)C(=O)CSC1c2ccccc2C(=O)N1c1ccccc1 (centres undefined)	1	-6	-16	6	0	7	-4	1	0.2
CCC(NC(=S)NCc1ccc(F)cc1)c1ccc(C(C)C)cc1 (centres undefined)	-2	13	0	82*	9	-4	-16	-12	8.2
C=CCn1cc(C(=O)OC)c(=O)c2cc(S(=O)(=O)N3CCCCCC3)ccc21	-6	2	-13	-14	1	-2	-4	5	-0.1
